aSyn UTR inh: MLPCN primary screen, SNCA 5' untranslated region; actives 0.82% (n = 300,000); inhibition, % (tested at 7.5 µM); alpha-synuclein 5'UTR reporter, inhibitor activity; AID 1813; in the data active = inhibition above about 60%; inconclusive = no clear call, values can overlap the other calls;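 note: H4 neuroglioblastoma cells stably carrying SNCA 5'UTR luciferase fusion; 0% = DMSO wells and 100% = positive control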
HIF activator: HIF pathway transcriptional activation; U2OS HRE-luciferase reporter, luminescence; normalized: DMSO 0%, desferrioxamine 100%; activation, % at 7.5 µM (by protocol); actives 0.32% (n = 300,000);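 active = mean activation of at least 10% of the iron chelator positive control signal, with at least half of replicates also reaching 10%; inconclusive = mean and replicate majority disagree about reaching 10%; inactive = mean and most replicates under 10%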
KLF5 inhibitor: kruppel-like factor 5 inhibition | AID 1700 | inhibition, % at 5 µM | actives 0.23% (n = 290,000) | DLD-1 KLF5 promoter-luciferase reporter, luminescence;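 active = inhibition above a per-plate limit of that plate's mean compound inhibition plus 3 SD, cut at about 60% in these data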;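 note: 0% = DMSO wells and 100% = LY294002 at 200 µM; higher means less KLF5 promoter-driven luciferase light; inactives centre near -14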
IEC-6 tox: kills IEC-6 intestinal cells in KLF5 counter-screen. IEC-6 cytotoxicity, luminescence viability. inhibition, % at 5 µM. actives 0.78% (n = 290,000); in the data active = inhibition above about 22%;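 note: 0% = plate median of test compound wells and 100% = cytotoxic reference compound wells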
Platelet DG rel: modulates dense granule release in human platelets | human platelet-rich plasma, SFLLRN dense granule ATP release, luminescence | inhibition, %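 (compounds screened at 7.5 µM in platelet-rich plasma)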 | actives 0.22% (n = 300,000) | AID 1663;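 active = mean replicate score, as percent of positive control, at or above 50; inconclusive = mean below 50 but at least one replicate at or above 50; inactive = mean and every replicate below 50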
AI-2 QS mod: modulators of Vibrio harveyi AI-2 quorum sensing system; Vibrio harveyi JMH597 AI-2 luminescence/OD600 ratio, 9 h; active compounds read low; strain lacks LuxN and CqsS sensors; 0 = neutral-control median; activity change, % at 7.5 µM; actives 0.4% (n = 300,000); AID 2094; in the data active = activity change below about -75%, passing the limit was not always enough; inconclusive = no clear call, values can overlap the other calls;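 note: luminescence divided by OD600 gain over 9 h not by final OD600 alone; inactives centre near 13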
HSF-1 act: increases HSF-1 driven luciferase reporter signal; NIH3T3-HGL HSF-1 luciferase reporter, MG132, 8 h; 100% = twice DMSO control signal; activation, % at 9 µM; actives 1.7% (n = 300,000);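 active = mean replicate activation of at least 50% with a set share of replicates each reaching 50%; inconclusive = only one of those two conditions met; inactive = mean below 50% and too few replicates reaching it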;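 note: 0% = median of the neutral control wells and 100% = twice that signal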
HSF1 inhib: HSF1 inhibition. AID 2098. activity change, negative = inhibition, % at 7.5 µM (by protocol). NIH3T3-HGL HSE-luciferase, MG132-induced, luminescence 8 h; active compounds read low. actives 0.77% (n = 300,000);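 active = more than half of replicate wells show activity change below -50%, luminescence cut by over half; inconclusive = some wells, but at most half, below -50%; inactive = no replicate well below -50%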;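 note: luciferase reports HSF-1 transcriptional activity via heat shock element; 0% = median of DMSO wells and -100% = zero luminescence signal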
HDAC3 inhib: inhibitors of human histone deacetylase 3 | inhibition, % at 8.3 µM | AID 2718 | actives 0.15% (n = 320,000) | recombinant HDAC3, fluorogenic peptide/trypsin coupled, fluorescence | O15379; in the data active = inhibition above about 26%, passing the limit was not always enough; inconclusive = no clear call, values can overlap the other calls
Target sequence (O15379 whole entry, looked up): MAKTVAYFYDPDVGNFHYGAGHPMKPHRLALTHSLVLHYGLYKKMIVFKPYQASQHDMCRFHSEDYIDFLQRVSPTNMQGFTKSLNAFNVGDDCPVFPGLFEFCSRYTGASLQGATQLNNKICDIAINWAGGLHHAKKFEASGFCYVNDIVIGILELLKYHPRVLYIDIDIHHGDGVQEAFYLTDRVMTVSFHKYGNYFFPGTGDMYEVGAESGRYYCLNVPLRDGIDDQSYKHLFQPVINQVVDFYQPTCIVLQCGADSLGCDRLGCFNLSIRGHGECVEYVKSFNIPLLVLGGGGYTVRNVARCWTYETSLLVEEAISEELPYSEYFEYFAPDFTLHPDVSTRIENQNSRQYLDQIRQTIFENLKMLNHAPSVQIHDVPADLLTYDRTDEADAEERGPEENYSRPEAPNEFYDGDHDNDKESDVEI
HSP90 refold inh: inhibitors of HSP90 luciferase refolding in rabbit reticulocyte lysate; luciferase refolding luminescence, 3 h; inhibition, % at 5.6 µM; actives 0.91% (n = 290,000); AID 1789;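 active = inhibition above the screen-wide mean plus 3 SD, computed separately per campaign, cut at about 16% in these data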;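 note: 0% = DMSO wells and 100% = 60 µM geldanamycin wells; inhibitors lower the luminescence because luciferase stays unfolded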
Active calls of the source: *; ? = inconclusive; . = no result given.

Values in the order: aSyn UTR inh | HIF activator | KLF5 inhibitor | IEC-6 tox | Platelet DG rel | AI-2 QS mod | HSF-1 act | HSF1 inhib | HDAC3 inhib | HSP90 refold inh
[1] O=C(CCC(=O)N1CCN(S(=O)(=O)c2ccc(Cl)cc2)CC1)Nc1ccc(Cl)cc1Cl
  4 | -0.1 | -17 | 4 | 5 | -37 | 20 | 11 | 11 | 4
[2] O=C(CSc1nnnn1-c1ccccc1)Nc1ccc(Cl)cn1
  1 | 0.0 | -12 | -3 | 3 | -14 | -2 | -4 | 7 | -1
[3] Cc1csc2nnc(N)n12
  -4 | -0.5 | -21 | 0 | -2 | 23 | 3 | -3 | -8 | -1
[4] CC(C)(C)NC(=O)Cn1nnc(-c2ccc(OCc3c(F)cccc3Cl)cc2)n1
  -29 | 1.6 | -12 | -1 | 0 | 10 | 11 | 17 | 0 | 4
[5] CCCCCc1ccc(-c2ccc(/C=C/C(N)=O)cc2)nc1
  -36 | -0.6 | -56 | 7 | -6 | 13 | -16 | 3 | -1 | 11
[6] O=C(NCCCSc1ccccc1)c1cc(Br)ccc1O
  11 | -0.6 | -2 | -4 | -13 | 23 | -6 | -7 | 4 | -4
[7] COc1ccc2c(c1)CCc1cc(C(=O)N3CCN(c4ccc(N5CCOCC5)nn4)CC3)sc1-2
  44 | 0.0 | 11 | 0 | 14 | 50 | 5 | 4 | -12 | -4
[8] CC(Sc1nc2ccccc2c(=O)n1CCc1ccc(S(N)(=O)=O)cc1)C(=O)NC(N)=O (stereo not drawn)
  -9 | -0.6 | -22 | 0 | -8 | 18 | -4 | -5 | -8 | -3
[9] CCC(C)NC(=O)c1ccc(CSCc2ccccc2Cl)o1 (stereo not drawn)
  -13 | 1.2 | -8 | -4 | -2 | 4 | -2 | 6 | 3 | 1
[10] CC(C)c1ccc(NC(=O)[C@H](Cc2c[nH]c3ccccc23)NC(=O)[C@@H]2Cc3ccccc3CN2)cc1
  ? | -2.2 | 38 | -11 | -1 | 11 | -23 | -11 | 4 | 13
[11] O=C1c2cccc3cccc(c23)C(=O)N1c1ccc2ncccc2c1
  . | . | 2 | 1 | . | . | . | . | 1 | 2
[12] Cc1nc(N2CCN(c3ccccn3)CC2)c2c(C)c(C(=O)N3CCN(c4ccc(F)cc4)CC3)sc2n1
  19 | -1.1 | 4 | 1 | -4 | 19 | -7 | -4 | -2 | 3
[13] COc1cc(C(=O)NCC(=O)OC(C)C(=O)Nc2ncc(Cl)cc2Cl)cc(OC)c1OC (stereo not drawn)
  -1 | -0.2 | -21 | 0 | -6 | 16 | -5 | 2 | 5 | 1
[14] CCOc1ccc(S(=O)(=O)N(CC(N)=O)c2ccc(C)cc2)cc1
  1 | -0.8 | -13 | 0 | -6 | 8 | 7 | 4 | -3 | 0
[15] COc1ccc(CN2CC(C(=O)NCCCN3CCCCCC3)CC2=O)cc1 (stereo not drawn)
  5 | 1.3 | -6 | -8 | -3 | 22 | 13 | -2 | -12 | -2
[16] CNS(=O)(=O)c1ccc(NC(=O)C(CCSC)NC(N)=O)cc1 (stereo not drawn)
  15 | 0.4 | -3 | 2 | 7 | 13 | -5 | 5 | -1 | 0
[17] O=C(NNC(=S)Nc1ccccc1Cl)c1ccccc1
  -98 | 2.4 | -147 | 3 | 4 | 0 | 49 | 22 | -1 | -1
[18] c1ccc(C(c2ccccc2)N2CCN(Cc3nc(-c4cnccn4)no3)CC2)cc1
  4 | 0.5 | -9 | -1 | -8 | 0 | -18 | 1 | -1 | -2
[19] CCNC(=O)NC(=O)C(C)OC(=O)c1ccc(-n2nc(SC)sc2=S)cc1 (stereo not drawn)
  -47 | 0.1 | -10 | 3 | 5 | 23 | 26 | 8 | 4 | 2
[20] NS(=O)(=O)c1ccc(CCNC(=O)NC2CCCCC2)cc1
  14 | 1.5 | 25 | -2 | 0 | 25 | -11 | 2 | 2 | 4
[21] CC1CN(C(=O)CSc2nnc(-c3ccc(Cl)cc3)n2C)CC(C)O1 (stereo not drawn)
  7 | 0.3 | -1 | 4 | 10 | 32 | -2 | 0 | 7 | 3
[22] O=C(CSc1nnc(-c2cccnc2)n1Cc1ccco1)c1ccccc1
  -22 | 0.8 | -3 | -3 | 19 | 4 | 2 | 5 | 1 | -3
[23] Cc1cccc(NC(=O)Cn2c(=O)oc3ccccc32)c1C
  -21 | 0.6 | -32 | -2 | 9 | 26 | 32 | 0 | 5 | -2
[24] CCCCC1=CC2=CC(=O)C(C)(OC(=O)CC)C(=O)C2=CN1CCc1ccccn1 (stereo not drawn)
  -2 | 0.2 | . | . | -1 | 10 | -16 | -2 | -4 | .
[25] COC(=O)c1[nH]c2ccc(C)cc2c1NC(=O)CN1CCN(c2ccc(F)cc2)CC1
  0 | 1.9 | 3 | 1 | 1 | 0 | 33 | 6 | 0 | -3
[26] CCC(C(=O)OC)n1cnc2scc(-c3ccc(C)cc3)c2c1=O (stereo not drawn)
  14 | -1.3 | -25 | 2 | 1 | 3 | 4 | -3 | 0 | -6
[27] CSc1ncc(C(=O)Nc2cc(C)ccc2C)c(C)n1
  11 | 1.9 | -14 | -1 | 0 | 30 | -15 | -1 | 7 | -1
[28] Cn1cnnc1Sc1ccc(C(F)(F)F)cc1[N+](=O)[O-]
  -8 | -0.1 | -12 | 0 | 6 | -3 | -4 | -3 | 8 | 0
[29] CCCNc1cc(C)oc(=O)c1C(=O)CC
  -38 | 0.0 | -53 | 0 | 7 | 20 | -4 | 4 | -3 | -3
[30] O=CNCC(=O)NCCc1ccc(Cl)cc1
  8 | -0.1 | -27 | 6 | 2 | 6 | 15 | 1 | -1 | -2
[31] NC(=S)N/N=C1\c2ccccc2-c2c(C(=O)O)cccc21
  2 | -0.6 | 2 | 5 | 7 | -10 | -1 | -4 | 13 | 1
[32] Cc1cccc(N=C2NC(=O)/C(=C/c3cccnc3)S2)c1
  16 | -0.3 | 8 | 0 | -1 | 17 | 27 | 5 | -1 | -1
[33] Cc1ccc(S(=O)(=O)CCC(=O)Nc2nc(C(C)(C)C)cs2)cc1
  3 | -0.1 | 2 | -5 | -5 | 16 | 20 | 8 | ? | -1
[34] O=C(O)c1ccc(S(=O)(=O)c2ccccc2C(=O)O)c([N+](=O)[O-])c1
  -6 | 2.4 | -14 | -3 | 16 | 10 | -5 | 2 | -1 | 7
[35] CCN(CC)C(=O)COc1ccc2c3c(c(=O)oc2c1C)CCCC3
  -26 | -0.4 | 0 | -4 | 3 | 44 | 27 | 5 | -4 | -3
[36] CCC(C)n1nccc1NC(=O)C(C)OC(=O)c1cc2ccccc2[nH]1 (stereo not drawn)
  14 | -0.1 | -2 | 2 | -1 | 20 | -1 | 2 | 1 | -2
[37] O=C1C=C(Nc2ccc(Cl)cc2)CC(c2ccc(Cl)cc2)C1 (stereo not drawn)
  11 | -0.2 | -7 | 7 | 9 | 28 | 22 | 12 | 4 | 1
[38] CCOC(=O)c1c(-c2ccccc2)oc2ccc(OCC(O)CN(C)C)cc12 (stereo not drawn)
  -30 | ? | 2 | 0 | -1 | 7 | 19 | -1 | -68 | 3
[39] O=C(Nc1ccccc1Cl)N1CCN(c2ncccn2)CC1
  -9 | -0.2 | -40 | -3 | -7 | 12 | 20 | 7 | -2 | -6
[40] Cc1cccc(NNC(=O)C(=O)NNc2cccc(C)c2)c1
  -7 | 0.4 | 34 | 34* | 0 | 33 | 4 | -4 | -2 | 1
[41] COc1ccc(NC(=O)CN(c2ccc(C)cc2)S(C)(=O)=O)c(OC)c1
  2 | 0.0 | -31 | -6 | 8 | 12 | 16 | -2 | ? | -1
[42] O=C(Nc1cccnc1Cl)c1cccc(S(=O)(=O)N2CCOCC2)c1
  14 | -0.4 | -13 | 9 | -2 | 16 | 7 | -7 | . | 2
[43] C=CCNC(=O)N1CCCC(N2CCN(c3ccccc3OC)CC2)C1 (stereo not drawn)
  -9 | 0.7 | 8 | 2 | -1 | 17 | -7 | -4 | 0 | -2
[44] O=C(NCCN1CCCCC1)Nc1ccccc1F
  -16 | 0.5 | -24 | 2 | -6 | -2 | -1 | -4 | -8 | 3
[45] Cc1ccc(/C=C/C(=O)N2CCN(c3cccc(C(F)(F)F)c3)CC2)cc1
  -19 | 0.1 | 9 | -5 | -10 | 25 | -2 | 4 | 3 | 2
[46] c1ccc(Nc2nc(N3CCCCC3)nc(N3CCCCC3)n2)cc1
  -4 | -0.3 | -45 | -1 | -4 | 18 | 6 | -3 | 0 | 2
[47] Cc1nc2ccccc2c(=O)n1CCc1ccccc1
  -26 | -0.1 | -7 | 5 | -11 | -1 | 22 | 8 | -2 | 0
[48] O=C1NC(c2cccnc2)C(C(=O)c2cccs2)C(O)(C(F)(F)F)N1 (stereo not drawn)
  -24 | 0.3 | -25 | -4 | -3 | 15 | -7 | 4 | -1 | -1
[49] Cc1cc(C)c2nc(SCc3ccc([N+](=O)[O-])cc3)nc(C)c2c1
  16 | -0.1 | -17 | -7 | 0 | -9 | 3 | 8 | 3 | 0
[50] O=C(Nc1cccc(Cl)c1N1CCOCC1)c1cccnc1Cl
  -3 | -1.1 | -4 | -4 | -48 | . | 11 | -13 | 8 | -4
[51] c1ccc2c(-c3nnc(SCc4cn5ccccc5n4)o3)c[nH]c2c1
  -25 | 0.5 | -43 | 3 | -7 | 19 | 32 | 3 | -1 | 6
[52] COc1ccc(Cn2nnnc2C(c2ccncc2)N2CCOCC2)cc1 (stereo not drawn)
  0 | 0.0 | -22 | 0 | -1 | 9 | 7 | 5 | 3 | 2
[53] O=C(Nc1ccccn1)c1c(O)c2cccc3c2n(c1=O)CCC3
  -36 | 0.2 | -17 | 0 | ? | 7 | 4 | 16 | -2 | -1
[54] O=C(CS(=O)(=O)c1cn(Cc2ccc(Cl)cc2)c2ccccc12)N1CCCCC1
  -18 | -0.4 | -28 | -4 | 3 | 27 | -12 | -2 | 3 | -4
[55] O=C(Nc1cccnc1)Nc1cccc([N+](=O)[O-])c1
  -50 | 0.9 | -46 | 9 | -4 | 11 | 9 | -3 | 4 | 0
[56] Cc1ccc([N+](=O)[O-])cc1NC(=O)Cc1ccc(F)cc1
  -4 | -0.5 | 2 | -3 | -5 | 15 | 16 | 0 | 1 | -5
[57] Cc1ccc(NC(=O)CSc2nnc(CN3CCOCC3)n2C)cc1C
  -13 | -0.6 | -6 | -1 | -2 | 15 | -2 | 3 | -14 | 1
[58] NCCCCCCNS(=O)(=O)c1cccc2c(Cl)cccc12
  -19 | -0.4 | . | . | 1 | 4 | -16 | 5 | 1 | .
[59] CCN(CC)CC(O)COc1ccccc1C(=O)CCc1ccccc1 (stereo not drawn)
  -27 | 0.0 | -20 | -5 | -3 | 15 | -4 | -8 | -15 | 0
[60] CCc1ccc(NC(=O)CN(c2ccc(OC)cc2)S(=O)(=O)c2c(C)[nH]c(=O)[nH]c2=O)cc1
  5 | 0.8 | -14 | 4 | 1 | 6 | 13 | 9 | . | 8

Screening data as filed in PubChem.
